RGS4-Gao reg = modulators of RGS4 binding to Galphao, primary screen, biochemical, multiplexed bead flow cytometry. actives lie on both sides. binding response (% of control), % at 10 µM. hit rate 0.33% among 220,000. AID 1415, 2008. Guanine nucleotide-binding protein G(o) subunit alpha (Homo sapiens), P09471; in the data active means binding response below about 49% or above about 150%; inactive means in between;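 further: fluorescent Galphao activated with aluminum fluoride binding bead-coupled RGS4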
Pf gametocyte = late stage P. falciparum gametocyte viability inhibitors, primary screen, ATP luminescence, HTS | P. falciparum stage V gametocytes, 24 h | inhibition, % at 10.9 µM | hit rate 0.065% among 150,000;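 active means inhibition above the mean plus 3 SD of compounds within the control limits, set per campaign, cut at about 38% in these data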;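 further: 0% = DMSO wells and 100% = medium only without gametocytes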
ABCB1 inh = ABCB1 efflux pump inhibitors, primary screen, cell-based, multiplex, flow cytometry, ABCG2 counter-screen | inhibition, % at 6.6 µM | hit rate 0.067% among 190,000 | CCRF-Adr cells, JC-1 efflux | AID 1326, 2008; in the data active means inhibition above about 40%;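 further: 0% = vehicle and 100% = reference inhibitor; higher value means more JC-1 retained so stronger ABCB1 efflux block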
Target sequence (P08183 whole entry, looked up): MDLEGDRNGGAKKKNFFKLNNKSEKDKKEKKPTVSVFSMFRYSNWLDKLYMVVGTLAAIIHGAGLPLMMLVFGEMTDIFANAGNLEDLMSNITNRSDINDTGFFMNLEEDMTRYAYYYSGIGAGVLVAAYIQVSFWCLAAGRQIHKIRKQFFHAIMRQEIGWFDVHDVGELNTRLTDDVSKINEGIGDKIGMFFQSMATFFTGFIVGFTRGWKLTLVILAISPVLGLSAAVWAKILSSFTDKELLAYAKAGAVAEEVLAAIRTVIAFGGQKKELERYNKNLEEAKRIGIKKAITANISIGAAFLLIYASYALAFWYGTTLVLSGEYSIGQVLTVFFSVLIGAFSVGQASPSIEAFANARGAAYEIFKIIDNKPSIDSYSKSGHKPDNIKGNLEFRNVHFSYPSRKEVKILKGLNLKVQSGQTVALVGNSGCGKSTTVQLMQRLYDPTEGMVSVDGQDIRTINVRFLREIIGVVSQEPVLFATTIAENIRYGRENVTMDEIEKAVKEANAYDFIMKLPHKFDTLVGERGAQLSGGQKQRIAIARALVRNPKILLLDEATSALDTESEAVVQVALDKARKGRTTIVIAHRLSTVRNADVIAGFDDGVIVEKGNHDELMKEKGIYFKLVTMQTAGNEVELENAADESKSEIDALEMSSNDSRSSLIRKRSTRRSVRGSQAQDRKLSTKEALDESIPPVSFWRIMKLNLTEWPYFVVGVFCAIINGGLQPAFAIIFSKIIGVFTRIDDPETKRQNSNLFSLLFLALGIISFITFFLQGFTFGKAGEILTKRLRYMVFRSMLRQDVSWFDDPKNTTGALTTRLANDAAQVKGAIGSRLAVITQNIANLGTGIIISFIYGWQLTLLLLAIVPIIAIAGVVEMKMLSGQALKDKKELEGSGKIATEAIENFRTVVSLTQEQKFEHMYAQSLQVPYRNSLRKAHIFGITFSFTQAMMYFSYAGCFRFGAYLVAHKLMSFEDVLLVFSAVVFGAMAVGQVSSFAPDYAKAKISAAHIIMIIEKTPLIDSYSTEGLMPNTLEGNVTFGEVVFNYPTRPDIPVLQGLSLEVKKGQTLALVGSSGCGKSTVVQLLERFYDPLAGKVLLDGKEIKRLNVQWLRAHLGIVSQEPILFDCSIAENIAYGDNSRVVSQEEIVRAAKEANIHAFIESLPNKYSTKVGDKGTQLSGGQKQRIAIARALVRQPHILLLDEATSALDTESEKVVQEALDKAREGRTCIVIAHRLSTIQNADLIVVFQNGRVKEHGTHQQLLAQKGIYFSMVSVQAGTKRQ
Mcl1-Bid inh = Mcl-1/Bid binding inhibitors, primary screen, biochemical, TR-FRET, 1536-well; Induced myeloid leukemia cell differentiation protein Mcl-1 (Homo sapiens), Q07820; TR-FRET Mcl-1/Bid-Dy647 peptide binding; inhibition, % at 21.7 µM; hit rate 0.97% among 220,000;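 active means compounds that cut the binding signal by more than half at the single screening dose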;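 further: His-tagged Mcl-1 with europium anti-His antibody binding Bid BH3 peptide; 0% = Mcl-1 plus peptide wells and 100% = peptide-only wells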
RGS8-Gao = RGS8-Galphao binding modulators, primary screen, biochemical, multiplexed bead flow cytometry; Guanine nucleotide-binding protein G(o) subunit alpha (Homo sapiens), P09471; actives lie on both sides; response (percent of control binding), % at 10 µM; hit rate 0.34% among 220,000; in the data active means response below about 60% or above about 140%; inactive means in between;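 further: Galphao activated as the GDP aluminium fluoride complex binding bead-coupled RGS8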
GSH fluor = compound fluorescence on glutathione beads, profiling panel, artefact control, biophysical, 488/530 nm, flow cytometry; GSH beads flow cytometry, compound fluorescence 488/530 nm; active compounds read high; fluorescence (KMESF) at 10 µM; hit rate 0.25% among 190,000; AID 1776, 2009; in the data active means fluorescence above about 89;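 further: glutathione beads carrying GST-tagged Bcl family fusion proteins plus one bare bead set; values are compound well signal with DMSO vehicle wells as background; inactives centre near 16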
Avidin fluor = green autofluorescence of compounds with avidin beads – biophysical, 488/530 nm, flow cytometry, artefact control, profiling panel; compound fluorescence 488/530 nm; active compounds read high; fluorescence (KMESF) at 10 µM; hit rate 0.38% among 220,000; AID 1775, 2009; in the data active means fluorescence above about 47; further: inactives centre near 10
Mcl1-Noxa inh = Mcl-1/Noxa binding inhibitors, primary screen, biochemical, TR-FRET, 1536-well; Induced myeloid leukemia cell differentiation protein Mcl-1 (Homo sapiens), Q07820; TR-FRET Mcl-1/Noxa peptide binding, 2 h; inhibition, % at 21.7 µM; hit rate 1.5% among 220,000;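 active means compounds that cut the protein-peptide binding signal by more than 50% relative to plate controls in a single-dose test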;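 further: His-tagged Mcl-1 with rhodamine Noxa BH3 peptide and terbium anti-His antibody; 0% = Mcl-1 plus Noxa peptide wells and 100% = peptide-only wells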
ABCG2 inh = ABCG2 efflux pump inhibitors, primary screen, multiplex with ABCB1, IgMXP3 cells, flow cytometry; Broad substrate specificity ATP-binding cassette transporter ABCG2 (Homo sapiens), Q9UNQ0; JC-1 efflux; inhibition, % at 6.6 µM; hit rate 0.1% among 190,000;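 active means inhibition above 80%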;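 further: 0% = DMSO and 100% = nicardipine control wells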
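material = IgMXP3 (ABCG2) plus far-red-tagged CCRF-Adr (ABCB1) cells | amount = 3 million cells/mL, equal mix of both lines | also added = JC-1 transporter substrate | dosing = one concentration, 6.6 µM final | schedule = 10 min at 25 °C | measured by = flow cytometric JC-1 green MFI at 530 nm | read-out basis = percent efflux inhibition, scaled nicardipine 100% to DMSO 0%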
Mcl-1 Bim block = inhibitors of Bim peptide binding to Mcl-1, primary screen, biochemical, bead-based flow cytometry, multiplex | Induced myeloid leukemia cell differentiation protein Mcl-1 (Homo sapiens), Q07820 | Bim peptide-Mcl-1 binding | inhibition, % at 10 µM | hit rate 0.1% among 190,000 | AID 1009, 2008; in the data active means inhibition above about 40%;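 further: 0% = no compound tracer wells and 100% = peptide blocker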
RGS7-Gao = RGS7-Galphao binding modulators, primary screen, biochemical, multiplexed bead flow cytometry; Guanine nucleotide-binding protein G(o) subunit alpha (Homo sapiens), P09471; actives lie on both sides; binding response (% of control), % at 10 µM; hit rate 0.35% among 220,000; AID 1439, 2008; in the data active means binding response below about 49% or above about 150%; inconclusive means no clear call, values can overlap the other calls; inactive means in between;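 further: fluorescent Galphao held in activated GDP-AlF4 state binding bead-coupled RGS7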
Numbers without * were called inactive.

Screening CC(C)NC(=O)C(=O)NNC(=O)C12CC3CC(CC(C3)C1)C2 returned RGS4-Gao reg 82, Pf gametocyte -9, ABCB1 inh 0.0, Mcl1-Bid inh 5, RGS8-Gao 89, GSH fluor 109*, Avidin fluor 7, Mcl1-Noxa inh 6, ABCG2 inh -2, Mcl-1 Bim block -5 and RGS7-Gao 101.
COc1cc(C2C3=C(CC(C)(C)CC3=O)Nc3c2c(=O)[nH]c(=O)n3Cc2ccccc2)ccc1O (centres undefined) was read as RGS4-Gao reg 97, ABCB1 inh 1.1, Mcl1-Bid inh -13, RGS8-Gao 99, GSH fluor 22, Avidin fluor 12, Mcl1-Noxa inh 37, ABCG2 inh 4, Mcl-1 Bim block -4 and RGS7-Gao 95.
Cc1ccc(-n2nc(C)c(/C=N/NC(=O)c3cccs3)c2Cl)cc1 was read as RGS4-Gao reg 102, Pf gametocyte -2, ABCB1 inh 1.0, Mcl1-Bid inh 10, RGS8-Gao 103, GSH fluor 15, Avidin fluor 4, Mcl1-Noxa inh 4, ABCG2 inh 1, Mcl-1 Bim block -24 and RGS7-Gao 99.
For N#C/C(=C\c1ccc(-c2ccccc2[N+](=O)[O-])o1)C(=O)N1CCOCC1 the results were RGS4-Gao reg 93, ABCB1 inh 0.8, Mcl1-Bid inh -8, RGS8-Gao 94, GSH fluor 24, Avidin fluor 11, Mcl1-Noxa inh 14, ABCG2 inh 19, Mcl-1 Bim block 0 and RGS7-Gao 88.
For Cc1cc(=O)n(CC(=O)O)c2ccccc12 the results were RGS4-Gao reg 109, ABCB1 inh 0.3, Mcl1-Bid inh -2, RGS8-Gao 121, GSH fluor 10, Avidin fluor 8, Mcl1-Noxa inh 0, ABCG2 inh 0, Mcl-1 Bim block 2 and RGS7-Gao 111.
`Cn1c(Cn2nnc(-c3ccccc3)n2)nnc1SCc1ccccc1Cl` gave RGS4-Gao reg 96, ABCB1 inh 1.0, Mcl1-Bid inh 1, RGS8-Gao 101, GSH fluor 17, Avidin fluor 31, Mcl1-Noxa inh 5, ABCG2 inh 3, Mcl-1 Bim block -3 and RGS7-Gao 96.
For CCOc1ccc(S(=O)(=O)NNC(=O)c2cc3ccccc3o2)cc1 the results were RGS4-Gao reg 105, Pf gametocyte 35, ABCB1 inh 0.0, Mcl1-Bid inh -12, RGS8-Gao 102, GSH fluor 7, Avidin fluor 3, Mcl1-Noxa inh 14, ABCG2 inh 0, Mcl-1 Bim block -4 and RGS7-Gao 104.
CCc1ccc(C2=NN(c3ccc(S(N)(=O)=O)cc3)C(c3ccc(F)cc3)C2)cc1 (centres undefined) was read as RGS4-Gao reg 108, ABCB1 inh -0.2, Mcl1-Bid inh -8, RGS8-Gao 103, GSH fluor 29, Avidin fluor 3, Mcl1-Noxa inh 12, ABCG2 inh -1, Mcl-1 Bim block 4 and RGS7-Gao 110.
`O=C(CN1CCCCCC1)NCCc1ccc(F)cc1` gave RGS4-Gao reg 98, Pf gametocyte 9, ABCB1 inh 0.9, Mcl1-Bid inh 44, RGS8-Gao 99, GSH fluor 17, Avidin fluor 35, Mcl1-Noxa inh 7, ABCG2 inh 2, Mcl-1 Bim block -4 and RGS7-Gao 99.
For CCCC/C(C)=N/NC(=O)CN(c1ccc(Br)cc1)S(=O)(=O)c1ccccc1 the results were RGS4-Gao reg 95, ABCB1 inh 0.1, Mcl1-Bid inh -4, RGS8-Gao 100, GSH fluor 13, Avidin fluor 11, Mcl1-Noxa inh 8, ABCG2 inh -3, Mcl-1 Bim block -4 and RGS7-Gao 94.
Screening Cc1ccc(-n2c(=O)c3sccc3n(CC(=O)NC3CCCCC3)c2=O)cc1 returned RGS4-Gao reg 97, Pf gametocyte 20, ABCB1 inh 2.6, Mcl1-Bid inh -7, RGS8-Gao 95, GSH fluor 14, Avidin fluor 25, Mcl1-Noxa inh -1, ABCG2 inh 2, Mcl-1 Bim block -1 and RGS7-Gao 102.
For CCOc1ccc(NC(=S)NC(=O)c2c(Br)cnn2C)c([N+](=O)[O-])c1 the results were RGS4-Gao reg -40*, ABCB1 inh 1.3, Mcl1-Bid inh -22, RGS8-Gao -1.6*, GSH fluor 12, Avidin fluor -2, Mcl1-Noxa inh 21, ABCG2 inh 8, Mcl-1 Bim block -4 and RGS7-Gao -20*.
Screening Cc1nn(CC(=O)NCc2ccccc2F)c(C)c1[N+](=O)[O-] returned RGS4-Gao reg 100, ABCB1 inh 0.2, Mcl1-Bid inh -23, RGS8-Gao 102, GSH fluor 16, Avidin fluor 10, Mcl1-Noxa inh -5, ABCG2 inh 0, Mcl-1 Bim block -2 and RGS7-Gao 99.
`Cc1ccc(NC(=O)c2ccc(Cl)c(N3C(=O)C=CC3=O)c2)cc1` gave RGS4-Gao reg 98, Pf gametocyte 15, ABCB1 inh 0.1, Mcl1-Bid inh 29, RGS8-Gao 90, GSH fluor 11, Avidin fluor 7, Mcl1-Noxa inh 57*, ABCG2 inh 1, Mcl-1 Bim block -8 and RGS7-Gao 99.
Screening Cc1nc2ccccn2c1C(=O)N=Nc1c(O)[nH]c2ccccc12 returned RGS4-Gao reg 102, Pf gametocyte -6, ABCB1 inh 1.6, Mcl1-Bid inh 5, RGS8-Gao 101, GSH fluor 9, Avidin fluor 15, Mcl1-Noxa inh 7, ABCG2 inh 6, Mcl-1 Bim block -6 and RGS7-Gao 100.

The closing 2 records of the section above come first, to join the parts:
`Cc1ccc(NC(=O)c2ccc(Cl)c(N3C(=O)C=CC3=O)c2)cc1` gave RGS4-Gao reg 98, Pf gametocyte 15, ABCB1 inh 0.1, Mcl1-Bid inh 29, RGS8-Gao 90, GSH fluor 11, Avidin fluor 7, Mcl1-Noxa inh 57*, ABCG2 inh 1, Mcl-1 Bim block -8 and RGS7-Gao 99.
Screening Cc1nc2ccccn2c1C(=O)N=Nc1c(O)[nH]c2ccccc12 returned RGS4-Gao reg 102, Pf gametocyte -6, ABCB1 inh 1.6, Mcl1-Bid inh 5, RGS8-Gao 101, GSH fluor 9, Avidin fluor 15, Mcl1-Noxa inh 7, ABCG2 inh 6, Mcl-1 Bim block -6 and RGS7-Gao 100.
Screening N#Cc1ccsc1NC(=O)c1ccc(Cl)c([N+](=O)[O-])c1 returned RGS4-Gao reg 56, Pf gametocyte 6, Mcl1-Bid inh 4, RGS8-Gao 75, Avidin fluor 3, Mcl1-Noxa inh 23 and RGS7-Gao inconclusive.
For CCCS(=O)(=O)N1CCCC(C(=O)N2CCN(c3ccccc3)CC2)C1 (centres undefined) the results were RGS4-Gao reg 104, ABCB1 inh 0.5, RGS8-Gao 102, GSH fluor 32, Avidin fluor 10, ABCG2 inh 16, Mcl-1 Bim block 2 and RGS7-Gao 107.
For Cc1cc(NCc2ccccc2)nc(-c2ccccc2O)n1 the results were RGS4-Gao reg 93, Pf gametocyte -29, ABCB1 inh 0.4, Mcl1-Bid inh -2, RGS8-Gao 100, GSH fluor 14, Avidin fluor 29, Mcl1-Noxa inh 16, ABCG2 inh 5, Mcl-1 Bim block -4 and RGS7-Gao 97.
Screening COc1c(F)c(F)c(C(=O)Nc2ccc(NC(=O)c3ccco3)cc2)c(F)c1F returned RGS4-Gao reg 102, Pf gametocyte 15, ABCB1 inh 0.4, Mcl1-Bid inh -1, RGS8-Gao 104, GSH fluor 19, Avidin fluor 9, Mcl1-Noxa inh -12, ABCG2 inh 3, Mcl-1 Bim block -2 and RGS7-Gao 104.
`CCN(CC(=O)Nc1ccc(S(N)(=O)=O)cc1)S(=O)(=O)c1cc(C)ccc1OC` gave RGS4-Gao reg 105, ABCB1 inh 0.2, Mcl1-Bid inh -9, RGS8-Gao 98, GSH fluor 38, Avidin fluor 6, Mcl1-Noxa inh 10, ABCG2 inh 0, Mcl-1 Bim block -3 and RGS7-Gao 101.
Screening Cc1cccnc1NC(=O)C(C)Oc1ccccc1 (centres undefined) returned RGS4-Gao reg 102, ABCB1 inh 0.6, Mcl1-Bid inh -11, RGS8-Gao 100, GSH fluor 24, Avidin fluor 11, Mcl1-Noxa inh -17, ABCG2 inh 2, Mcl-1 Bim block 0 and RGS7-Gao 100.
For O=C(c1ccco1)N1CCN(c2ncccn2)CC1 the results were RGS4-Gao reg 105, ABCB1 inh 0.3, Mcl1-Bid inh -4, RGS8-Gao 104, GSH fluor 14, Avidin fluor 25, Mcl1-Noxa inh -8, ABCG2 inh 4, Mcl-1 Bim block -3 and RGS7-Gao 100.
Screening CC(C)(C)c1nnc2sc(SCC(=O)c3ccc4c(c3)OCCO4)nn2c1=O returned RGS4-Gao reg 101, Pf gametocyte 12, ABCB1 inh 0.3, Mcl1-Bid inh -22, RGS8-Gao 104, GSH fluor 17, Avidin fluor 11, Mcl1-Noxa inh 1, ABCG2 inh 3, Mcl-1 Bim block -3 and RGS7-Gao 104.
For COC(=O)c1ccc(COc2ccc(C3C4=C(CCCC4=O)Nc4onc(C)c43)cc2)cc1 (centres undefined) the results were RGS4-Gao reg 100, Mcl1-Bid inh -17, RGS8-Gao 100, GSH fluor 16, Avidin fluor 4, Mcl1-Noxa inh 19, Mcl-1 Bim block 3 and RGS7-Gao 100.
Screening Cc1cc(=O)[nH]c(SCc2cccc(Br)c2)n1 returned RGS4-Gao reg 102, Pf gametocyte -7, ABCB1 inh 0.2, Mcl1-Bid inh -30, RGS8-Gao 100, GSH fluor 26, Avidin fluor 5, Mcl1-Noxa inh 9, ABCG2 inh 2, Mcl-1 Bim block -1 and RGS7-Gao 97.
`CCCCCOC(=O)C1[C@H]2C(=O)N(c3ccccc3CC)C[C@]23C=C[C@H]1O3` (some centres undefined) gave RGS4-Gao reg 103, ABCB1 inh 0.3, Mcl1-Bid inh -16, RGS8-Gao 101, GSH fluor 30, Avidin fluor 16, Mcl1-Noxa inh 10, ABCG2 inh 3, Mcl-1 Bim block -2 and RGS7-Gao 96.
Screening N#Cc1c(N2CCCCC2)nc(N)c2c(N)nc(SCC(=O)O)cc12 returned RGS4-Gao reg 119, Pf gametocyte -11, Mcl1-Bid inh 5, RGS8-Gao 109, Avidin fluor 6, Mcl1-Noxa inh 58* and RGS7-Gao inconclusive.
For Cc1ccc(-c2cc(-c3ccccc3O)nc(N/N=C/c3cccnc3)n2)cc1 the results were RGS4-Gao reg 103, Pf gametocyte 12, ABCB1 inh -0.2, Mcl1-Bid inh -23, RGS8-Gao 105, GSH fluor 35, Avidin fluor 11, ABCG2 inh -2, Mcl-1 Bim block 0 and RGS7-Gao 104.
